Vif-APOBEC3F blk: qHTS for Inhibitors of Vif-A3F Interactions: qHTS. 0.2% of 390,000 active. HeLa A3F-eYFP + Vif (tagged APOBEC3F with the HIV-1 protein that degrades it), YFP fluorescence increase. Potency, µM (series often up to 46.1 µM), for inactives: at the highest dose activity, negative = active. AID 602313, 2012; also: potency is read from the fitted curve at half-maximal effect; % of control where 0% means no effect; nearly all actives have a fitted effect of over 65% in size
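Fluorescence increase (Ex 488/Em 500-530) after overnight compound treatment at 37 deg C flags inhibition of Vif-driven A3F-eYFP loss in stable HeLa A3F-eYFP/Vif cells seeded overnight beforehand.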
ERG Ets-DNA blk: qHTS for Small Molecule Inhibitors of the ERG Ets/DNA interaction; Transcriptional regulator ERG (Homo sapiens), P11308; fluorescence polarization, His-ERG Ets domain / labelled DNA; Potency, µM (titrated, usually from 76.9 µM), inactives show at the top dose FP activity, negative = inhibition, most hits filed as inhibitors; 0.028% of 370,000 active; AID 624246, 2012; active = well fitted inhibition curve with a large enough effect in the polarisation, with a control signal flat; inconclusive = small, poorly fitted or top-dose-only effect, or effect the other way, or a change in a side signal; inactive = no such curve, though single readings can be large or run the other way; the % refers to the polarisation;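 also: polarization taken with two DNA probes labelled with fluorescein and Texas red; potency is read from the fitted curve at half-maximal effect; % of control where 0% means no effect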
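His-tagged ERG Ets domain (1 uM in the protein solution; 300mM KCl, 50mM Tris-HCl, 1mM EDTA, 1mM DTT, pH 7.5) received compound, then a probe mix of 5 nM fluorescein-DNA and 100nM Texas-615-DNA. Fluorescence polarization was read for both dyes.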
Vif-A3G inh: qHTS for Inhibitors of Vif-A3G Interactions: qHTS | DNA dC->dU-editing enzyme APOBEC-3G (Homo sapiens), Q9HC16 | 0.076% of 410,000 active | Potency, µM (top dose mostly 46.1 µM), inactives show at the highest dose activity, negative = active, hits mostly inhibitors | HeLa A3G-eYFP + Vif (tagged APOBEC3G with the HIV-1 protein that degrades it), YFP fluorescence, overnight;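 also: potency is read from the fitted curve at half-maximal effect; % is scaled to controls: 0 for no effect and ±100 for the full control effect; nearly all actives have a fitted effect of over 60% in size; hits raise eYFP signal because A3G escapes Vif-driven loss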
Target sequence (Q9HC16 whole entry, looked up): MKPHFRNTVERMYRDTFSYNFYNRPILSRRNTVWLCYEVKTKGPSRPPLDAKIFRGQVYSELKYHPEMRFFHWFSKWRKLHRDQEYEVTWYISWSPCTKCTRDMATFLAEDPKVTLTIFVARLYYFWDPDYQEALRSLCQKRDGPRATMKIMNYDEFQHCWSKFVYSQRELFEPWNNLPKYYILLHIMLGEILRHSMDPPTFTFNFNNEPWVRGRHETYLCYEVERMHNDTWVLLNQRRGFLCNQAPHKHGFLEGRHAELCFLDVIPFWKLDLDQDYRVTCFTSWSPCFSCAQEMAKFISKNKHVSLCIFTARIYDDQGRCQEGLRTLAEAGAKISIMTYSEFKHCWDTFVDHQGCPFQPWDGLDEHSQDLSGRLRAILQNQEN
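Read-out is eYFP fluorescence (Ex 488/Em 500-530) from Vif-expressing HeLa A3G-eYFP cells; more signal means A3G escaped Vif-mediated degradation. Cells plated overnight, compound pinned in, incubated overnight at 37 deg C.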
Glioma ERSR ind: qHTS for Inducers of the Endoplasmic Reticulum Stress Response (ERSR) in Human Glioma: qHTS. U87-MG GRP78 promoter luciferase reporter, 16 h. Potency, µM, inactives show top-dose activation, hits mostly activators. 0.02% of 420,000 active. AID 602332, 2012; also: potency is read from the fitted curve at half-maximal effect; series mostly up to about 76 µM; % of control where 0% means no effect; nearly all actives have a fitted effect of over 35% in size
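ERSR induction read as luciferase luminescence (Bright-Glo, 10 min at room temperature) in stably transfected human U87-MG glioma cells exposed to compounds for 16 h, using GRP78 as sensor.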
LDHA inh: qHTS assay for inhibitors of human lactate dehydrogenase; purified LDHA, NADH/diaphorase-resazurin fluorescence; hits give low values; activity change, % (values are at about 110 or 230 µM); 0.15% of 480,000 active; in the data active = activity change below about -30%; inconclusive = mostly about -25% to -30%;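 also: plate controls were DMSO wells for no effect and wells without enzyme for full effect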
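Resorufin fluorescence (ex540/em590), read at 0 and 20 min after diaphorase/resazurin addition, reports the NADH left after a 5 min room-temperature reaction of 2 nM human LDH5 with 0.06 mM NADH and 0.2 mM pyruvate.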
RGS4 inh: Inhibitors of Regulator of G Protein Signaling (RGS) 4: qHTS; Potency, µM (top dose mostly 114 µM), without a hit: at the top dose activity change, negative = inhibition, actives largely listed as inhibitors; Transcreener GDP fluorescence polarization, RGS4-accelerated GTP hydrolysis; Regulator of G-protein signaling 4 (Homo sapiens), P49798; 0.039% of 390,000 active; also: potency is read from the fitted curve at half-maximal effect; % is scaled to controls: 0 for no effect and ±100 for the full control effect; nearly all actives have a fitted effect of over 75% in size; some results filed as inactive show a strong effect at the top dose
Target sequence (P49798 whole entry, looked up): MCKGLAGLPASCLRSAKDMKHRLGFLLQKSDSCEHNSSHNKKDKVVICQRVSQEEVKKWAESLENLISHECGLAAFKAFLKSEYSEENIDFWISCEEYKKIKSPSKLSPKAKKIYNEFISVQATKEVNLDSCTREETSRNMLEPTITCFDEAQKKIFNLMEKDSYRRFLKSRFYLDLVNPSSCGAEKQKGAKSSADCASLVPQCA
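MLSMR compounds (23 nl, pin-transferred) preincubated 10 min at room temperature with a 500nM (2x) first reagent, then RGS4 at 900nM (2x) plus Transcreener GDP mix added; fluorescence polarization (620/688 nm) read before and after 90 min at 30 °C.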
D2 antag: HTS Assay for Allosteric Antagonists of the Human D2 Dopamine Receptor: Primary Screen for Antagonists; inhibition, % at 10 µM; 2% of 340,000 active; D(2) dopamine receptor (Homo sapiens), P14416; HEK293 TREx D2 cells, calcium flux, dopamine EC80; in the data active = inhibition above about 30%; also: 0% is about no effect
Target sequence (P14416 whole entry, looked up): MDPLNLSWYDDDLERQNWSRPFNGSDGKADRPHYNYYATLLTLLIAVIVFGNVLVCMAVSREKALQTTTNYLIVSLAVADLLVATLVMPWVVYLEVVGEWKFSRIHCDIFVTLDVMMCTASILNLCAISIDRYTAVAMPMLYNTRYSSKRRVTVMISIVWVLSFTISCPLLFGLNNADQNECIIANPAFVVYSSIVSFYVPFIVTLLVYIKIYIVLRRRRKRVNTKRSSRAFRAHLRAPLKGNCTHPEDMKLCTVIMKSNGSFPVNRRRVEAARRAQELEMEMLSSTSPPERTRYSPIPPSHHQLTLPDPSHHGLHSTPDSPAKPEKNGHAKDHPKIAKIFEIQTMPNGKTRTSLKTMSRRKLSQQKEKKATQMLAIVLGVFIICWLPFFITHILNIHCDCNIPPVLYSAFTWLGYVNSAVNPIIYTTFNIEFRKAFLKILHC
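Read-out: kinetic calcium fluorescence (1 cycle/s) in inducible HEK293 T-REx D2 cells after an EC80 dopamine addition that followed 180 s compound preincubation. Loss of the dopamine response indicates antagonism.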
D2 agonist: HTS Assay for Allosteric Agonists of the Human D2 Dopamine Receptor: Primary Screen for Agonists | D(2) dopamine receptor (Homo sapiens), P14416 | HEK293 T-REx D2 cells, calcium flux agonist mode | activation, % at 2 µM | 0.53% of 340,000 active | AID 485358, 2010;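 active = activation over 3 SD above normal in the single-dose calcium agonist read, cut at about 30% in these data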; also: 0% is about no effect
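Agonism is scored from calcium flux in a force-coupled, inducible HEK293 cell line expressing D2, read kinetically for 180 s after compound addition against dopamine controls.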
ALOX12 inh: Primary qHTS assay for inhibitors of human arachidonate 12S-lipoxygenase (ALOX12): Round 2; Polyunsaturated fatty acid lipoxygenase ALOX12 (Homo sapiens), P18054; Potency, µM (top dose mostly 108 µM), for inactives: top-dose activity change, negative = inhibition, most hits filed as inhibitors; AID 1671190, 2021; 1.1% of 580,000 active; purified 12hLO, xylenol orange hydroperoxide absorbance; also: potency is read from the fitted curve at half-maximal effect; % is scaled to controls: 0 for no effect and ±100 for the full control effect
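Hydroperoxide product was detected by ferrous iron/xylenol orange as the 573 to 405 nm absorbance ratio. Arachidonic acid at 40 uM (final) was turned over for 30 min at room temperature by 150 nM human 12hLO, pH 7.0 Hepes buffer, after 15 min compound preincubation.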
* = called active by the depositor; ? = inconclusive; / = not tested or not shown; & = joins results of further samples; [ ] = remark or other dose. Unless noted, calls follow the shape of the dose curve; as a rule, active = well fitted curve in the direction sought with a large enough effect; inconclusive = small, poorly fitted or top-dose-only effect, or another doubt; inactive = no such curve, though single readings can be large; an effect the other way counts as inactive or inconclusive. A portion of the library; rates above refer to the full screens.

canonical_smiles	Vif-APOBEC3F blk	ERG Ets-DNA blk	Vif-A3G inh	Glioma ERSR ind	LDHA inh	RGS4 inh	D2 antag	D2 agonist	ALOX12 inh
COc1ccc(CCNc2cc(C)nc3c(-c4ccccc4)cnn23)cc1OC	-21%	-2%	?	4%	2	-9%	9	-1.4	1%
O=C(Nc1ccc2nn(-c3ccccc3)nc2c1)c1cccnc1	7%	-13%	-3%	3%	1	-23%	0	0.5	0%
Cc1ccc(OCC(=O)N2CCN(c3nnc(-c4ccc(C)cc4)c4ccccc34)CC2)cc1	-6%	1%	-4%	-4%	4	-12%	-6	0.5	-3%
CCCCCCCCC(=O)NCCOc1ccc(OC)cc1	10%	-1%	-3%	2%	-5	21%	21	0.3	-2%
Cc1ccc(NC(=O)Cn2c(C)csc2=O)cc1	7%	-12%	-1%	-2%	2	18%	-15	0.1	5%
CC(=O)c1ccc(OCC(=O)OCC(=O)NCc2ccco2)cc1	-4%	1%	5%	-3%	0	-1%	-13	0.6	-31%
CCOc1ccc(C(=O)Nc2nc3ccccc3[nH]2)cc1OCC	7%	-2%	4%	1%	-6	-4%	18	-1.2	?
Cc1ccc(-c2csc3ncn(CC#N)c(=O)c23)cc1	-2%	32%[activator]	0%	-5%	-2	-37%[11.4 µM]	-6	0.8	-14%
CN1CCN(CCCNC(=O)C2CC(=O)N(C3CCCCC3)C2)CC1 (stereo not given)	-4%	0%	1%	-4%	-1	0%	-13	0.8	-1%
COc1cc(OC)cc(C(=O)NCCOC23CC4CC(CC(C4)C2)C3)c1	17%	6%	-1%	-2%	1	6%	4	-0.1	-2%
O=C(NC1CCS(=O)(=O)C1)/C(=C\c1ccc(F)cc1)NC(=O)c1ccccc1 (stereo not given)	4%	-2%	3%	-4%	-14	10%	-5	0.4	-3%
CCN(C[C@H]1N[C@@](C)(C(=O)OC)[C@H]2C(=O)N(Cc3ccccc3)C(=O)[C@@H]12)S(=O)(=O)c1ccc(C)cc1	5%	-15%	3%	-3%	1	12%	/	/	?
COc1cc(/C=N/NC(=O)c2ccncc2)ccc1OC(=O)c1ccccc1Cl	3%	10%	-8%	-3%	2	-11%	6	-1.5	7%
CC(=O)c1c(Nc2cccc(F)c2)oc(C)cc1=O	?	3%	0%	-4%	-2	-16%	12	0.7	-7%
CC(=O)c1ccc(OCc2cc(C(=O)N3CCN(c4ccccc4)CC3C)no2)cc1 (stereo not given)	-11%	2%	2%	-4%	-9	-21%[56.9 µM]	3	-1.0	-9%
CN1OC[C@@H]2CN[C@H](c3cccc(Oc4ccccc4)c3)C[C@@H]21	-5%	/	-4%	-1%	-19	/	/	/	1%
O=C(N/N=C/c1cccnc1)c1cc(-c2cccs2)nc2ccccc12	3%	0%	?	3%	-12	-27%	-6	0.0	-1%
CC(Sc1ccc2c(c1)OCCO2)C(=O)Nc1ccc2c(c1)OCO2 (stereo not given)	/	-5%	0%	6%	2	-2%	-1	0.7	-18%
CCc1cccc(C)c1NC(=O)c1cccnc1	3%	1%	-4%	-2%	-4	2%	2	1.0	-6%
CCCN1CCC(C(=O)NC(c2ccc(F)cc2)c2ncccc2C)CC1 (stereo not given)	/	/	0%	-4%	-5	/	/	/	-8%
Cc1c2cnn(CC(=O)NCc3ccc(F)cc3)c(=O)c2c(C)n1Cc1ccccc1F	0%	1%	-13%	-3%	-3	-12%	/	-0.4	-26%
Cc1nn(-c2ccccc2)c(OC(=O)c2ccccc2F)c1S(=O)(=O)c1ccccc1	-1%	3%	2%	-3%	-10	2%	/	-0.6	0%
Cc1ccc(NC(=O)C2CCCN(S(=O)(=O)c3ccc4c(c3)CCCC(=O)N4)C2)cc1N(C)C (stereo not given)	9%	-1%	-5%	-1%	5	-13%	/	-1.2	0%
O=C(c1ccc(S(=O)(=O)N2CCOCC2)cc1)N1CCCc2ccccc21	-6%	7%	1%	1%	0	34%	/	/	0%
C[C@H]1CN([C@@H](C)CO)C(=O)Cc2cc(NS(=O)(=O)c3ccc(Cl)cc3)ccc2O[C@@H]1CN(C)C(=O)Nc1cccc2ccccc12	-1%	-1%	2%	-2%	8	17%	/	/	-105%
O=C(CSc1nnc(-c2cccnc2)o1)Nc1cccc(Cl)c1	11%	?	5%	2%	-4	-29%	27	-0.2	4%
O=c1oc2c(CN3CCCCC3)c(O)ccc2c2c1CCCCC2	2%	-8%	0%	-3%	15	-3%	-11	0.9	-25%
O=C1CC(N2CCSCC2)C(=O)N1c1ccc(F)cc1 (stereo not given)	1%	7%	1%	-4%	-12	-11%	-2	1.1	0%
Fc1ccc(-n2ncc3c(NCCCn4ccnc4)ncnc32)cc1	-7%	2%	1%	-1%	-14	11%	/	0.1	-53%
COc1ccc(CN(C)CC(=O)NC(=O)NCc2ccccc2)cc1OC	-6%	-6%	1%	-3%	-1	-24%	-8	1.1	3%
CCCCCCCCn1cnc2c(N)c(C)c(C)cc21	-3%	2%	1%	-3%	20	-15%	/	/	-33%
Cc1nc2scc(C)n2c(=O)c1S(=O)(=O)NCCc1ccccc1	1%&-9%	14%&-4%	2%&-3%	-4%&-3%	-2&-3	-80%[56.9 µM]	-25	0.0&2.2	8%&3%
Cc1cc(C)cc(N2C(=O)CC(n3nc(C)cc3C)C2=O)c1 (stereo not given)	?	-1%	0%	-2%	-5	14%	6	-1.3	-12%
CCOc1cc(C(=O)NCc2ccc(-c3nc4ccccc4o3)cc2)cc(OCC)c1OCC	-7%	3%	2%	-1%	-11	19%	0	0.1	15%
CCOc1ccc2nc(N(Cc3cccnc3)C(=O)c3ccco3)sc2c1	6%	-4%	0%	1%	-9	-32%	/	/	-1%
CC(C)OCCCNC(=O)CNC(=O)c1cccs1	-1%	/	1%	-1%	-6	6%	2	-0.1	-4%
CCC(=O)Nc1cc(-c2nnc(OC)c3ccccc23)ccc1N1CCOCC1	/	-13%	2%	-3%	1&0	-34%	6	-0.2	?
O=C(Cn1cnc2ccccc21)Nc1cc(C(F)(F)F)ccc1N1CCOCC1	2%	-10%	0%	-3%	3	2%	-7	-0.3	27%
CCOc1ccc(C(=O)c2nc3c(n2O)CCCC3)cc1	-3%	-1%	1%	1%	7	13%	-7	-0.8	-21%
CN(C(=O)COC(=O)c1ccccc1C(=O)N(C)c1ccccc1)c1ccccc1	-4%	4%	2%	-3%	-3	-24%	-18	0.4	?
COc1cc(C=C2Cc3ccccc3C2=O)cc(OC)c1OC	/	/	1%	7%	2	/	/	/	-6%
Cc1cccc(Nc2ncnc(N)c2[N+](=O)[O-])n1	7%	4%	1%	0%	-5	15%	-26	0.9	-11%
Cc1cc(C)n2nc(CCCO)nc2n1	-1%	-8%	2%	-3%	-1	8%	-3	0.1	0%
O=C(NC1CCCc2ccccc21)c1ccccc1Cl (stereo not given)	19%	-15%	4%	-3%	-3	9%	-2	0.5	-9%
Cc1cc(C)cc(NC(=S)N(CCCN2CCN(C)CC2)Cc2cccs2)c1	7%	-8%	2%	-4%	-6	-5%	1	0.5	2%
CC(=O)Nc1cccc(-c2ccnc3c2CC(C)(C(=O)NCCC(F)(F)F)O3)c1 (stereo not given)	/	/	?	-3%	-9	/	/	/	9%
COc1ccccc1NC(=O)CSc1nnc(CNC(=O)c2cccs2)o1	2%	3%	0%	1%	-4	-11%	-5	-0.9	-27%
COCCCNC(=O)N1CCN(c2nnc(C)c3c(C)n(-c4ccc(Cl)cc4)nc23)CC1	/	4%	/	/	-1	-6%	/	/	-17%
COc1ccccc1C(=O)NCC(=O)N1CCN(C/C=C/c2ccccc2)CC1	-16%	31%[activator]	-5%	-1%	-4	-32%	/	/	208%[activator]
Nc1nc(SCC(=O)C23CC4CC(CC(C4)C2)C3)n[nH]1	10%	-7%	7%	-3%	-1	-10%	8	-0.8	113%
CC1CCCCC1NC(=O)CCN1C(=O)C2C3C=CC(C3)C2C1=O (stereo not given)	4%	6%	4%	-6%	-5	18%	0	0.9	1%
Cc1ccc(S(=O)(=O)N2CCCCC2)cc1NC(=O)CNc1ccc(C(F)(F)F)cc1	2%	4%	-2%	-6%	-4	-9%	9	-0.3	-14%
COc1c(F)c(F)c(C(=O)O)c(Nc2ccc(C)cc2C)c1F	23%	-2%	0%	-4%	-6	0%	-6	-0.3	-15%

Screening data from PubChem.
